Screens (PubChem)
Tn6 DDE FP – DD(E)-Tn6 binding inhibition, primary FP screen. P02675. Fibrin DD(E) TRITC-Tn6 fluorescence polarization displacement. inhibition, % at 8.3 µM. 370,000 tested, 0.21% active;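 active = inhibition above a per-campaign cutoff: mean of compounds within control limits plus 3 SD, cut at about 15% in these data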;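 also: 0% = median of all compound wells on the plate and 100% = blocking peptide control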
Target sequence (P02675 whole entry, looked up): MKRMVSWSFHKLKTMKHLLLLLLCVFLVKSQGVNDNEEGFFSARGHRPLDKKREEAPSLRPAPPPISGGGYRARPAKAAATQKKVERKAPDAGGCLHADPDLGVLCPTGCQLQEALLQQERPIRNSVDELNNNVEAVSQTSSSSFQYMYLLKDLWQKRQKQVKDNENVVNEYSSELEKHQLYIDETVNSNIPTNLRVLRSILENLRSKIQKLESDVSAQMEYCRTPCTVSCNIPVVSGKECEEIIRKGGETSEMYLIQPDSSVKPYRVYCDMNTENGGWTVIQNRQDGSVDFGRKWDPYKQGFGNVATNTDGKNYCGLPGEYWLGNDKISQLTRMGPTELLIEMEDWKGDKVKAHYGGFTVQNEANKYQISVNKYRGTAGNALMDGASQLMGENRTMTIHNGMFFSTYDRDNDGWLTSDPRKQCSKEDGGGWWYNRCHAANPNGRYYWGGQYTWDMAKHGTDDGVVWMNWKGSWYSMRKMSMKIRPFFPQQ
KLK7 zymogen act – activators of human kallikrein-7 zymogen; purified proKLK7, EDANS-DABCYL substrate fluorescence; 100% is mature enzyme control, 0% vehicle; activation, % at 7 µM; 370,000 tested, 0.9% active;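 active = activation above the mean of all tested compounds plus 3 SD, computed per campaign excluding outliers beyond control limits, cut at about 13% in these data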
Target sequence (P49862 whole entry, looked up): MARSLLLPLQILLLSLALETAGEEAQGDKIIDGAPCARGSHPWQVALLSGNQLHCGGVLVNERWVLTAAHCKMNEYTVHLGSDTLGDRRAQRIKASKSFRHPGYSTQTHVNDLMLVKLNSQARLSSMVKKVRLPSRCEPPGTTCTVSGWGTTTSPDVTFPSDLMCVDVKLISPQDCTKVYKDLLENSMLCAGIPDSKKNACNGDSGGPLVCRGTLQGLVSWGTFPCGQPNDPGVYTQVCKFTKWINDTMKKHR
GC-B act – GC-B (human) receptor activation; P20594; HEK293-GC-B cells, CNP EC30, cGMP TR-FRET; 0% at EC30 CNP, 100% saturating CNP; activation, % at 10 µM; 370,000 tested, 0.11% active;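 active = activation at 10 µM reaching about 35% in either raw or pattern-adjusted values, limit read from the data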
ARFGAP1 inh – rat ARFGAP1 inhibition. inhibition, % at 16.5 µM. Q62848. 360,000 tested, 0.26% active. AID 651572. Arfgap1-stimulated ARF1 GTP hydrolysis, GDP FP detection;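 active = inhibition above a per-plate limit, mean inhibition of low control wells plus 3 SD, cut at about 25% in these data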;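 also: 0% = DMSO wells with enzyme and 100% = wells lacking Arfgap1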
Target sequence (Q62848 1-136 limits assumed): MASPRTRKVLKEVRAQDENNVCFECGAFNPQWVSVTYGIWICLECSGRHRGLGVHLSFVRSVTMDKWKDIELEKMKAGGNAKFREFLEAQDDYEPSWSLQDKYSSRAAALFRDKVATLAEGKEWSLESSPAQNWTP
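system = rat Arfgap1 catalytic domain, aa 1-136 | technique = FP, GDP Alexa 633 tracer displaced from anti-GDP antibody, 620/688 nm | compound = one concentration, 16.5 µM, DMSO 1.26% | medium = HEPES-based buffer, pH 7.5 | timing = compound-enzyme preincubation 20 min, reaction 120 min, detection 60 min, 25 °C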
rCAG binder – r(CAG) repeat RNA binding; TO-PRO-1 dye displacement fluorescence; inhibition, % at 3 µM; 370,000 tested, 1.3% active;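 active = inhibition above the plate cutoff, the mean of all test compounds on that plate plus 3 SD, cut at about 35% in these data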;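 also: 0% = DMSO alone and 100% = 100 µM mitoxantrone as full dye displacement; higher means more dye released from RNA so lower well fluorescence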
ADAM10 inh – inhibitors of human ADAM10; recombinant ADAM10, EDANS/DABCYL FRET peptide cleavage, 3 h; inhibition, % at 7 µM; 370,000 tested, 0.62% active; AID 720582;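 active = inhibition above a per-campaign cutoff equal to the mean of compounds falling between control-based bounds plus 3 SD, cut at about 20% in these data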;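 also: 0% = DMSO wells while the 100% control is not disclosed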
sPLA2-III inh – Blocks human group III sPLA2 activity; Q9NZ20; QFRET BODIPY PC-A2 liposome hydrolysis, fluorescence; inhibition, % at 12.2 µM; 370,000 tested, 0.56% active; AID 743126;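 active = inhibition above mean plus 3 SD of compounds lying within the high and low control bounds, cut at about 19% in these data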;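 also: 0% = median of test compound wells and 100% = no enzyme DMSO wells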
NPR1 activator – GC-A (human) enzyme activation | P16066 | HEK293 GC-A cells, cGMP TR-FRET, EC30 ANP; 0% at EC30 ANP, 100% saturating ANP | activation, % at 10 µM | 370,000 tested, 0.14% active | AID 1671463; in the data active = activation above about 40%
FXN GAA850 act – activators of GAA850 frataxin (FXN) promoter; HEK293 lucGAA850 FXN promoter luciferase reporter, 24 h; percent of 10 µM SAHA response; activation, % at 6 µM; 360,000 tested, 0.56% active; AID 540364;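 active = activation above the average of all compounds screened plus 3 SD, cutoff fixed separately per campaign, cut at about 7.5% in these data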;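 also: 0% = DMSO wells and 100% = 10 µM SAHA wells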
ASAP1 GAP inh – blocks human ASAP1-stimulated Arf1 GTP hydrolysis; Q9ULH1; GDP FP detection; inhibition, % at 16.5 µM; 360,000 tested, 0.19% active; AID 624377; in the data active = inhibition above about 25%;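 also: 0% = vehicle with enzyme and substrate and 100% = no enzyme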
Active calls of the source: *.

A first look:
Screening O=S1(=O)C=CC(N2CCOCC2)C1 (stereo not drawn) returned Tn6 DDE FP -10.3, KLK7 zymogen act 0.1, GC-B act -1.0, ARFGAP1 inh 4.9, rCAG binder -0.3, ADAM10 inh 7.5, sPLA2-III inh 0.3, NPR1 activator -1.9, FXN GAA850 act 0.0 and ASAP1 GAP inh -1.8.
Screening O=C1C(Cc2ccccc2O)NC(=S)N1c1ccccc1 (stereo not drawn) returned Tn6 DDE FP -0.2, KLK7 zymogen act -0.1, GC-B act 0.7, ARFGAP1 inh -2.9, rCAG binder -0.1, ADAM10 inh -4.1, sPLA2-III inh -22.1, NPR1 activator 1.1, FXN GAA850 act -0.8 and ASAP1 GAP inh -5.6.

Main list, repeating the preview:
Screening O=S1(=O)C=CC(N2CCOCC2)C1 (stereo not drawn) returned Tn6 DDE FP -10.3, KLK7 zymogen act 0.1, GC-B act -1.0, ARFGAP1 inh 4.9, rCAG binder -0.3, ADAM10 inh 7.5, sPLA2-III inh 0.3, NPR1 activator -1.9, FXN GAA850 act 0.0 and ASAP1 GAP inh -1.8.
Screening O=C1C(Cc2ccccc2O)NC(=S)N1c1ccccc1 (stereo not drawn) returned Tn6 DDE FP -0.2, KLK7 zymogen act -0.1, GC-B act 0.7, ARFGAP1 inh -2.9, rCAG binder -0.1, ADAM10 inh -4.1, sPLA2-III inh -22.1, NPR1 activator 1.1, FXN GAA850 act -0.8 and ASAP1 GAP inh -5.6.
CCOC(=O)c1cc(-c2ccc(OC)cc2)n[nH]1 was read as Tn6 DDE FP -0.2, KLK7 zymogen act -1.0, GC-B act -4.4, ARFGAP1 inh -10.4, rCAG binder -1.4, ADAM10 inh -4.4, sPLA2-III inh -6.1, NPR1 activator 1.4, FXN GAA850 act 2.2 and ASAP1 GAP inh -4.4.
For Cc1cc(C)c(C)c(S(=O)(=O)N2CCC(C(=O)N3CCCC3)CC2)c1C the results were Tn6 DDE FP 2.4, KLK7 zymogen act -0.7, GC-B act 4.1, ARFGAP1 inh 3.5, rCAG binder 2.3, ADAM10 inh -4.2, sPLA2-III inh -0.8, NPR1 activator 0.5, FXN GAA850 act 0.9 and ASAP1 GAP inh 3.4.
Screening O=C(NC(c1ccc(Cl)cc1)c1ccsc1)C1CCN(Cc2cccc(C(F)(F)F)c2)CC1 (stereo not drawn) returned Tn6 DDE FP -6.0, KLK7 zymogen act -0.2, GC-B act 1.4, ARFGAP1 inh -0.8, rCAG binder 5.9, ADAM10 inh -5.8, sPLA2-III inh 7.5, NPR1 activator -3.6, FXN GAA850 act 0.8 and ASAP1 GAP inh 14.6.
COc1ccccc1C(=O)NNC(=O)c1ccc(NC(=O)CC(C)C)cc1 was read as Tn6 DDE FP 0.5, KLK7 zymogen act -0.4, GC-B act -1.8, ARFGAP1 inh 3.5, rCAG binder -4.1, ADAM10 inh -7.3, sPLA2-III inh -3.1, NPR1 activator 1.3, FXN GAA850 act 2.0 and ASAP1 GAP inh 5.9.
Screening Cc1ccc(OC(C)C(=O)N2CCc3ccccc32)cc1 (stereo not drawn) returned Tn6 DDE FP -2.2, KLK7 zymogen act 0.8, GC-B act 0.3, ARFGAP1 inh 0.3, rCAG binder -2.2, ADAM10 inh 1.5, sPLA2-III inh 0.3, NPR1 activator 0.3, FXN GAA850 act 1.5 and ASAP1 GAP inh -7.7.
`O=C(Nc1ccccc1)c1nc[nH]c1C(=O)NCCN(CCNC(=O)c1[nH]cnc1C(=O)Nc1ccccc1)CCNC(=O)c1[nH]cnc1C(=O)Nc1ccccc1` gave Tn6 DDE FP -2.6, KLK7 zymogen act 0.3, GC-B act 3.2, ARFGAP1 inh -3.4, rCAG binder 16.9, ADAM10 inh 12.2, sPLA2-III inh -5.5, NPR1 activator 2.3, FXN GAA850 act 0.2 and ASAP1 GAP inh 7.7.
Screening Cc1ccc(S(=O)(=O)N2CCC(C(=O)N[C@@H](C)C(=O)NCC3CCCO3)CC2)cc1 (stereo partly drawn) returned Tn6 DDE FP -4.3, KLK7 zymogen act -0.3, GC-B act 1.5, ARFGAP1 inh 9.7, rCAG binder -0.5, ADAM10 inh -6.2, sPLA2-III inh 2.5, NPR1 activator 3.9, FXN GAA850 act 1.2 and ASAP1 GAP inh -4.6.
`COc1ccc(CN(C)CC(O)COc2ccc(C(=O)c3ccccc3)cc2)c(OC)c1OC` (stereo not drawn) gave Tn6 DDE FP -10.7, KLK7 zymogen act -0.2, GC-B act -4.1, ARFGAP1 inh 17.6, rCAG binder -3.4, ADAM10 inh 0.3, sPLA2-III inh -2.0, NPR1 activator -3.4, FXN GAA850 act -1.0 and ASAP1 GAP inh -6.2.
O=C(c1nc2ccccn2c1CN1CCN(c2ccccc2O)CC1)N1CCCC1 was read as Tn6 DDE FP 5.7, KLK7 zymogen act 0.7, GC-B act -3.2, ARFGAP1 inh 12.5, rCAG binder 0.5, ADAM10 inh 2.0, sPLA2-III inh -3.5, NPR1 activator -1.3, FXN GAA850 act 0.9 and ASAP1 GAP inh 2.7.
`Cc1cccc(C(=O)NC(=S)NNC(=O)c2cccs2)c1` gave Tn6 DDE FP 1.2, KLK7 zymogen act -0.5, GC-B act 0.0, ARFGAP1 inh 0.1, rCAG binder 5.3, ADAM10 inh 6.0, sPLA2-III inh 1.3, NPR1 activator 2.2, FXN GAA850 act 0.2 and ASAP1 GAP inh 2.2.
Screening Cc1nc2n(n1)CC(O)CS2 (stereo not drawn) returned Tn6 DDE FP 3.2, KLK7 zymogen act 0.5, GC-B act -0.2, ARFGAP1 inh 4.1, rCAG binder -0.5, ADAM10 inh -0.8, sPLA2-III inh 1.5, NPR1 activator 2.8, FXN GAA850 act -1.2 and ASAP1 GAP inh 8.8.
`O=C(c1ccccc1)c1ccccc1` gave Tn6 DDE FP 0.6, KLK7 zymogen act 0.2, GC-B act -0.6, ARFGAP1 inh -9.2, rCAG binder 2.8, ADAM10 inh -3.5, sPLA2-III inh 10.5, NPR1 activator -3.1, FXN GAA850 act -1.9 and ASAP1 GAP inh 0.4.
COc1ccc(-c2ccc(OC)c([C@H]3[C@H]4C=CC[C@@H](C)[C@@H]4C(=O)N3Cc3ccccc3)c2)cc1 was read as Tn6 DDE FP -2.9, KLK7 zymogen act 0.1, GC-B act -3.6, ARFGAP1 inh -2.6, rCAG binder 3.6, ADAM10 inh -0.8, sPLA2-III inh -1.9, NPR1 activator -3.3, FXN GAA850 act 1.7 and ASAP1 GAP inh 11.7.
Screening O=C(COC(=O)Cc1ccc(Br)cc1)Nc1ccc(Cl)cn1 returned Tn6 DDE FP -1.9, KLK7 zymogen act 0.5, GC-B act -2.4, ARFGAP1 inh -2.0, rCAG binder 1.2, ADAM10 inh 7.9, sPLA2-III inh -12.1, NPR1 activator 2.4, FXN GAA850 act -0.1 and ASAP1 GAP inh -7.8.
`CC(C)C[C@@H](COCc1cccc(Cl)c1)N1CCN(C(=O)c2cccc(C(F)(F)F)c2)CCC1=O` gave Tn6 DDE FP -7.0, KLK7 zymogen act -0.1, GC-B act -5.2, ARFGAP1 inh 7.7, rCAG binder 0.2, ADAM10 inh 8.6, sPLA2-III inh -1.4, NPR1 activator -2.6 and ASAP1 GAP inh -5.7.
For Cc1cnc(C(=O)OCC(=O)c2ccc(F)cc2)cn1 the results were Tn6 DDE FP 3.9, KLK7 zymogen act 0.3, GC-B act -0.9, ARFGAP1 inh -18.0, rCAG binder -10.6, ADAM10 inh -12.1, sPLA2-III inh 7.0, NPR1 activator -0.7, FXN GAA850 act 0.3 and ASAP1 GAP inh -13.0.
Screening C[C@@]12CCC3[C@@](CC[C@@H]4[C@](C)(C(=O)O)CCC[C@@]34C)(C[C@H]1O)C2 (stereo partly drawn) returned Tn6 DDE FP 3.4, KLK7 zymogen act 0.1, GC-B act -4.2, ARFGAP1 inh 6.6, rCAG binder 2.3, ADAM10 inh 4.8, sPLA2-III inh 6.7, NPR1 activator 0.2, FXN GAA850 act 2.8 and ASAP1 GAP inh -7.4.
For Cn1cc(S(=O)(=O)N2CCCC2)cc1C(=O)NCc1ccccc1Cl the results were Tn6 DDE FP 8.5, KLK7 zymogen act 0.4, GC-B act 2.3, ARFGAP1 inh -10.1, rCAG binder 1.9, ADAM10 inh -6.7, sPLA2-III inh -3.4, NPR1 activator -1.1, FXN GAA850 act -1.6 and ASAP1 GAP inh -14.3.
Screening COc1ccc(/C=C/C(=O)c2ccc(OC)cc2OC)cc1 returned Tn6 DDE FP 4.5, KLK7 zymogen act -0.7, GC-B act -4.1, ARFGAP1 inh -7.3, rCAG binder -4.7, ADAM10 inh -8.9, sPLA2-III inh -11.1, NPR1 activator -2.0, FXN GAA850 act -0.3 and ASAP1 GAP inh -8.3.
CCc1ccccc1NC(=O)CN(C)C(=O)Cn1ncc(Cl)c(Cl)c1=O was read as Tn6 DDE FP -2.7, KLK7 zymogen act -0.2, GC-B act 3.5, ARFGAP1 inh -7.7, rCAG binder 4.3, ADAM10 inh 3.6, sPLA2-III inh 3.6, NPR1 activator 0.6, FXN GAA850 act -14.1 and ASAP1 GAP inh 14.5.
For Nc1nc(SCC(=O)Nc2ccc(Cl)c(S(=O)(=O)N3CCOCC3)c2)n[nH]1 the results were Tn6 DDE FP -0.2, KLK7 zymogen act -0.1, GC-B act 7.1, ARFGAP1 inh 10.6, rCAG binder 2.1, ADAM10 inh -3.0, sPLA2-III inh -4.5, NPR1 activator 1.0, FXN GAA850 act 1.8 and ASAP1 GAP inh 1.8.
CC1=NN2C(=N)/C(=C\c3cc(C)n(-c4ccc(C)cc4)c3C)C(=O)N=C2S1 was read as Tn6 DDE FP -3.0, KLK7 zymogen act 0.3, GC-B act 2.2, ARFGAP1 inh -5.5, rCAG binder 0.1, ADAM10 inh 3.3, sPLA2-III inh 19.1, NPR1 activator 3.1, FXN GAA850 act 1.4 and ASAP1 GAP inh -2.8.
For Oc1ccc2c(ccc3[nH]cnc32)c1 the results were Tn6 DDE FP 4.8, KLK7 zymogen act 0.1, GC-B act -2.1, ARFGAP1 inh 2.8, rCAG binder -0.1, ADAM10 inh 2.4, sPLA2-III inh -18.2, NPR1 activator -4.2, FXN GAA850 act 3.5 and ASAP1 GAP inh -3.1.
Screening COc1ccc(C(=O)NCCNc2nc3cc(C)cc(C)c3cc2C#N)c(OC)c1 returned Tn6 DDE FP -10.8, KLK7 zymogen act -0.3, GC-B act -1.2, ARFGAP1 inh -2.8, rCAG binder 6.6, ADAM10 inh -163.3, sPLA2-III inh -0.5, NPR1 activator 4.4 and ASAP1 GAP inh 0.9.
`O=C(NC1CCCCCC1)c1cc2ccccc2oc1=O` gave Tn6 DDE FP -9.2, KLK7 zymogen act 0.4, GC-B act -1.9, ARFGAP1 inh -1.8, rCAG binder -3.2, ADAM10 inh -29.4, sPLA2-III inh 2.6, NPR1 activator -3.9, FXN GAA850 act 2.9 and ASAP1 GAP inh -1.0.
For CCc1nc2ccccc2nc1N1CCN(S(=O)(=O)c2c(C)cc(Cl)cc2C)CC1 the results were Tn6 DDE FP 5.2, KLK7 zymogen act -0.1, GC-B act -0.3, ARFGAP1 inh 7.8, rCAG binder -0.6, ADAM10 inh -0.4, sPLA2-III inh -3.6, NPR1 activator -3.3, FXN GAA850 act 2.4 and ASAP1 GAP inh 2.7.
